Source: PubChem BioAssay
RSV CPE inhibition = inhibition of RSV-induced cytopathic effect – HEp-2 cells, primary 10 µM value included (AID 2391) | HEp-2 cells, RSV-induced CPE inhibition; higher % means a stronger effect | CPE inhibition, % at 10 µM, or IC50 in µM where a hit was titrated | 310,000 compounds, 0.13% hits; in the data active = a potency from the dose series; inconclusive = CPE inhibition mostly from about 23% at the one dose, without a potency; inactive = the rest, 99 in 100 with CPE inhibition below about 21%; note: strong numbers were not always called active
Large T inhibition = SV40 large T antigen inhibitors, biochemical (AID 1903); one-dose inhibition, % at 20 µM; IC50 in µM for titrated hits; 310,000 compounds, 0.39% hits; SV40 large T antigen ATPase/helicase inhibition assay; higher % means a stronger effect; in the data active = a potency from the dose series; inconclusive = inhibition mostly from about 32% at the one dose, without a potency; inactive = the rest, 99 in 100 with inhibition below about 32%; note: strong numbers were not always called active
T cell modulator = T cell immune modulation candidate; 2C CD8+ T cell-vesicle binding, flow cytometry; active compounds read low; calls only at 7 µM; AID 2052; 330,000 compounds, 0.068% hits;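 active = response, share of CD8 T cells binding vesicles, and their 90th percentile fluorescence all below set limits, cut at about 80% in these data, passing the limit was not always enough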
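Test system: purified 2C TCR transgenic mouse naive CD8+ T cells. Probe or stimulus: QL9-peptide-loaded Drosophila micro-vesicles bearing Ld, ICAM-1 and B7-1. Incubation: binding step 1.5 h, 37 °C, antibody labelling 20 min, ice. Measured by: flow cytometry of vesicle-bound cells.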
PhoP inhibition = inhibitors of PhoP regulon expression, primary screen, Salmonella Typhimurium, GFP reporter (AID 1863) | S. Typhimurium PhoP-regulated promoter GFP reporter, 4 h; higher % means a stronger effect | inhibition, % at 50 µM, or IC50 in µM where a hit was titrated | 300,000 compounds, 0.16% hits;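 active = inhibition over 29.93%, a cutoff 3 SD above the screen mean, later confirmed by dose response; inconclusive = inhibition over 29.93% but no dose response follow-up; inactive = inhibition at most 29.93% or unconfirmed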;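 note: 0% = low Mg2+ inducing control and 100% = high Mg2+ repressing control; strong numbers were not always called active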
TNAP activators = stimulation of alkaline phosphatase TNAP activity – biochemical, luminescent, no phosphate acceptor, uHTS, primary screen (AID 1001); 200,000 compounds, 0.03% hits; activation fold at 20 µM; hits with a dose series show EC50 in µM; purified TNAP, luminescent activation assay, no phosphate acceptor; higher activation fold means a stronger effect; in the data active = activation fold from about 3, or a potency from the dose series; inactive = the rest, 99 in 100 with activation fold below about 1.6; note: many of its hits are not listed in these tables
NTR1 ag = NTR1-driven beta-arrestin-GFP spot formation – imaging, U2OS cells, high content, primary screen (AID 493036) | P30989 | agonist mode | activation, % at 20 µM | 330,000 compounds, 0.17% hits;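 active = activation at or above 40% of the spot to cytoplasm intensity ratio, with at least 20 cells analyzed; inconclusive = wells under 20 cells, flagged as cytotoxic or low count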;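 note: 0% = DMSO without peptide and 100% = 100 nM NTR1 peptide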
Target sequence (P30989 whole entry, looked up): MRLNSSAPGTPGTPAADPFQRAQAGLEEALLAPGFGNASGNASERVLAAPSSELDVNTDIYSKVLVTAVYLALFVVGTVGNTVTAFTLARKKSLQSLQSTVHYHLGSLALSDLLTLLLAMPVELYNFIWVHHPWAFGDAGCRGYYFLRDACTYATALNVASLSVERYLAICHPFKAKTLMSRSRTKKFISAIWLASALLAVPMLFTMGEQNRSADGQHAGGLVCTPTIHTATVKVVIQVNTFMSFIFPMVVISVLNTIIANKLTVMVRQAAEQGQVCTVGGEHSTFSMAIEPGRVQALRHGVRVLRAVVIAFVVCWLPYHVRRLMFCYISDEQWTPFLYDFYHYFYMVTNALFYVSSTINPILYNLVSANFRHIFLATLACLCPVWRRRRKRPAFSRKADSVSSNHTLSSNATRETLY
UTI89 phage lysis = inhibition of K1F phage lysis, E. coli UTI89, bacterial capsule biogenesis inhibitors, alamar blue (AID 488966); E. coli UTI89 K1F phage lysis, alamar blue, 2 h; higher % means a stronger effect; 340,000 compounds, 0.02% hits; inhibition, % at 100 µM, or IC50 in µM where a hit was titrated;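 active = phage lysis inhibition, versus mean bacterial control, above a set limit; inconclusive = no clear call, values can overlap the other calls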;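 note: capsule biogenesis inhibitors block K1F phage lysis so surviving cells raise fluorescence; higher fluorescence means more inhibition of phage lysis; actives were called in the ten point dose series up to 300 µM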
Myeloid diff MLP = compounds promoting myeloid differentiation | ER-HoxA9 myeloid progenitors, lysozyme-GFP differentiation, flow cytometry | calls only at 10 µM | 360,000 compounds, 1% hits;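 active = normalized GFP-positive differentiation at or above the plate's own cutoff, the solvent-only control mean plus 3 SD; inconclusive = no clear call, values can overlap the other calls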;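 note: cells exposed to compound for four days before flow analysis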
MgcRacGAP inhibition = MgcRacGAP GTPase-activating activity inhibitors, confirmation, biochemical, ADP Hunter fluorescence; MgcRacGAP-stimulated Rac1 GTP hydrolysis, ADP Hunter fluorescence; higher % means a stronger effect; GST-tagged Rac1 F28L mutant substrate; inhibition, % at 30 µM; hits with a dose series show IC50 in µM; 340,000 compounds, 0.6% hits; AID 624330;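 active = first-screen hits whose inhibition reached a set limit at any dose in the follow-up dose series; inconclusive = inhibition above the set first-screen limit but never retested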;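 note: fluorescence reports GDP produced by GAP-driven GTP hydrolysis; strong numbers were not always called active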
T cell modulator vesicle-bound % = further read-out of T cell modulator, marked with its call; double positive events, %; measured here: CD8+ vesicle-bound cell fraction;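 binding gate set so that unloaded-vesicle control wells show 10% double positive cells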
NTR1 ag cell count 20 µM = further read-out of NTR1 ag, marked with its call; cell count; measured here: cell count, cytotoxicity flag
Myeloid diff MLP GFP+ MAC1+ % = recorded beside Myeloid diff MLP, whose call it bears; GFP+ MAC1+ double positive, %; measured here: differentiation confirmed by MAC1 staining
Numbers without * were called inactive; i = inactive; u = inconclusive; x = not tested or not shown; [ ] = dose if it differs, or a comment. Compounds were not picked by outcome, and some 2.3% of all compounds hit somewhere here.

SMILES	RSV CPE inhibition	Large T inhibition	T cell modulator	T cell modulator vesicle-bound %	PhoP inhibition	TNAP activators	NTR1 ag	NTR1 ag cell count 20 µM	UTI89 phage lysis	Myeloid diff MLP	Myeloid diff MLP GFP+ MAC1+ %	MgcRacGAP inhibition
N#Cc1c(SCC(=O)Nc2cccc(C(F)(F)F)c2)sc2c(O)cc(=O)[nH]c12	1.5%	17%	i	21	-10%	x	-1.6	32	-0.2%	i	0.3	7%
COCCN(CC(=O)Nc1cccc(C)c1C)C(=O)CN1C(=O)NC2(CCCCC2)C1=O	0.8%	x	i	15	x	x	-0.4	68	-0.3%[50 µM]	i	1.1	-1%
CCOC(=O)N1CCN(C(=O)COc2cc(=O)n(CC)c3ccccc23)CC1	-1.5%	0%	i	42	5%	1.1	-1.6	71	0.3%	i	0.6	-2%
CC(C)(C)OC(=O)NCc1ccc(NC(=O)c2nc[nH]c2C(=O)N[C@@H](Cc2ccccc2)C(=O)OC(C)(C)C)cc1	0.2%	1%	i	19	1%	x	30	93	5.1%	i	0.5	10%
Cc1ccnc(N2C(=O)c3cccc4c([N+](=O)[O-])ccc(c34)C2=O)c1	-3.2%	1%	i	6	-62%	1	1.1	33	0.0%	u	x	-6%
O=C1c2ccccc2C(=O)N1CCN1CCOCC1	0.4%	-2%	i	58	-6%	1.1	7.6	52	5.3%	i	1.5	1%
COC(=O)CSc1nc(NC(C)C)nc(N(C)C)n1	1.8%	0%	i	19	4%	1.1	1.3	79	0.5%	i	0.1	-6%
COc1ccc(Cl)cc1NC(=O)CN(C)C(=O)CN1C(=O)NC2(CCCC2)C1=O	-1.7%	11%	i	14	-1%	x	-0.4	53	0.5%[50 µM]	i	1.1	0%
CC(C)C(C)N(Cc1ccc(C(=O)O)cc1)C(=O)c1ccc2ccccc2n1 (stereo not given)	0.1%	3%	i	25	x	x	-0.7	57	2.5%	i	0.6	2%
CCC(SC1=Nc2ccccc2C2=NC(CC(C)C)C(=O)N12)C(=O)Nc1ccc2c(c1)OCO2 (stereo not given)	1.3%	16%	i	21	-6%	0.9	-1.0	92	0.3%	i	0.5	5%
CCn1c(SCC(=O)Nc2cc(C)on2)nnc1-c1ccc(S(=O)(=O)N2CCCC2)cc1	0.0%	0%	i	53	-1%	1.1	-0.8	79	0.6%	i	1.0	3%
COc1ccc(NC(=O)Nc2cccc3ccccc23)cc1OC	1.9%	3%	i	63	-2%	x	1.1	52	0.3%[50 µM]	i	1.3	6%
CC(=O)Nc1ccc(S(=O)(=O)NCCCCNS(=O)(=O)c2ccc(NC(C)=O)cc2)cc1	1.8%	8%	i	49	-4%	x	1.4	104	0.0%	i	0.7	8%
Cc1cccc(Cn2cnc3c(nnn3Cc3ccccc3F)c2=O)c1	1.8%	8%	x	x	10%	1	1.7	85	-0.6%	i	1.2	1%
O=C(Nc1ccccc1C(=O)N1CCCCC1)C1CCCCC1	1.0%	4%	i	20	5%	1.1	0.6	73	-1.7%	i	1.2	4%
CCc1cc(=O)oc2cc(C)cc(OCC(=O)N3CCC[C@@H]3C(=O)O)c12	0.2%	5%	i	32	-5%	x	-1.2	82	2.4%	i	1.9	8%
S=c1[nH]nc(-c2ccccc2)n1/N=C/c1ccc(Cl)cc1	4.0%	15%	i	51	4%	x	x	x	0.3%[50 µM]	i	0.6	9%
C#Cc1cccc(C(=O)N2CCCC(CCC(=O)NCc3ccccc3F)C2)c1 (stereo not given)	2.7%	20%	i	6	-4%	x	1.0	63	0.0%	i	2.9	4%
O=C(NC1=NCCS1)c1ccc(Cl)c(S(=O)(=O)N2CCCCC2)c1	4.2%	9%	i	47	5%	1.1	0.3	62	-1.0%	i	0.5	5%
COc1ccc2c(c1)C(c1cccs1)=NNC(c1cccnc1)=N2	1.7%	25%	i	47	-4%	1	1.2	30	-1.9%	i	0.5	1%
CCOc1ccc(NC(=O)CSc2nnc(-c3ccccn3)n2N)cc1	1.7%	9%	i	39	-6%	1.1	-2.3	100	0.3%	i	1.2	9%
COc1ccc(CC(=O)NCc2nnc(SCC(=O)c3ccc(OC)cc3)n2C)cc1	-0.7%	19%	i	47	2%	1	0.3	54	0.0%	i	0.3	3%
COc1ccc(N2C(=O)NC(NS(=O)(=O)c3ccccc3)(C(F)(F)F)C2=O)cc1 (stereo not given)	-0.8%	10%	i	27	7%	x	-0.9	67	0.0%	i	4.4	3%
CC(=O)Nc1ccc(OCC(O)Cn2ccnc2C)cc1 (stereo not given)	0.7%	12%	i	53	5%	1.1	-1.4	79	0.1%	i	0.1	4%
COC(=O)c1sc(-c2ccccc2)cc1NC(=O)C1CC1	17%	25%	i	43	6%	1	8.4	47	0.8%	i	1.0	11%

Reprinted at random: 2 compounds from above.
SMILES	RSV CPE inhibition	Large T inhibition	T cell modulator	T cell modulator vesicle-bound %	PhoP inhibition	TNAP activators	NTR1 ag	NTR1 ag cell count 20 µM	UTI89 phage lysis	Myeloid diff MLP	Myeloid diff MLP GFP+ MAC1+ %	MgcRacGAP inhibition
CC(=O)Nc1ccc(OCC(O)Cn2ccnc2C)cc1 (stereo not given)	0.7%	12%	i	53	5%	1.1	-1.4	79	0.1%	i	0.1	4%
CCn1c(SCC(=O)Nc2cc(C)on2)nnc1-c1ccc(S(=O)(=O)N2CCCC2)cc1	0.0%	0%	i	53	-1%	1.1	-0.8	79	0.6%	i	1.0	3%

(more compounds)
SMILES	RSV CPE inhibition	Large T inhibition	T cell modulator	T cell modulator vesicle-bound %	PhoP inhibition	TNAP activators	NTR1 ag	NTR1 ag cell count 20 µM	UTI89 phage lysis	Myeloid diff MLP	Myeloid diff MLP GFP+ MAC1+ %	MgcRacGAP inhibition
Cc1c(C(=O)N2CCOCC2)sc(NC(=O)c2ccc3c(c2)OCO3)c1C#N	2.4%	17%	i	29	0%	1.1	-1.8	53	2.1%	i	1.4	5%
O=C(NNC1CC(=O)N(c2ccc(F)cc2)C1=O)c1cccnc1 (stereo not given)	x	16%	i	51	x	x	0.2	53	0.8%	i	0.8	11%
N#Cc1c(N)n(CCNC(=O)c2ccc(Cl)cc2)c2nc3ccccc3nc12	0.2%	0%	i	38	6%	1.1	-1.3	54	0.3%	i	0.8	9%
O=C(CCc1nnc2ccc(NCc3ccco3)nn12)Nc1cc(F)ccc1F	2.7%	16%	i	36	-2%	x	-0.5	60	0.2%	u	x	14%
CCOC(=O)COc1ccc2c(=O)c(-c3ccccc3OC)coc2c1	2.1%	10%	i	54	5%	1.1	2.8	89	0.2%	i	1.1	11%
O=C(CC1CCCCC1)N1CCCC(c2nc(-c3ccc(S(=O)(=O)N4CCCC4)cc3)no2)C1 (stereo not given)	5.7%	4%	i	19	-5%	0.9	5.1	67	4.1%	i	0.9	11%
COc1ccc(-n2cc(-c3ccccc3)c3c(N4CC(C)OC(C)C4)ncnc32)cc1 (stereo not given)	0.4%	23%	i	28	-8%	1.2	14	40	-4.4%	i	1.1	3%
CC(C)(C)c1ccc(NC(=S)NCc2cccnc2)cc1	x	6%	i	44	23%	x	-0.8	48	1.4%	i	0.2	5%
CC1(C)Cc2c(sc(NC(=O)C(=O)N3CCCC3)c2C#N)CO1	4.1%	35%	i	36	0%	x	-0.3	65	1.5%	i	5.6	5%
Cc1[nH]c2ccc(-c3n[nH]c(=S)n3Cc3ccccc3)cc2c1C	u	10%	i	46	-10%	1	28	52	2.6%	i	0.8	10%
Cc1ccc(NC(=O)CCC(=O)NNC(=O)c2ccco2)c(C)c1	1.4%	3%	i	9	3%	1.1	-1.6	51	0.5%	i	7.4	1%
O=C(Cc1ccccc1)Nc1ccc(NC(=O)c2ccco2)cc1	5.9%	3%	i	18	10%	x	-1.1	60	0.0%	i	0.0	7%
CC(=O)N1CCN(C(=O)C(Cc2c[nH]c3ccccc23)NC(=O)c2ccccc2Cl)CC1 (stereo not given)	1.3%	6%	i	30	7%	x	-1.0	46	-0.9%	i	2.3	2%
CCCCn1c(=O)n(CC(=O)Nc2ccc(C)c(Cl)c2)c(=O)c2c1ncn2Cc1ccco1	1.9%	14%	i	54	-1%	1	0.2	63	0.7%	i	1.0	7%
COc1cc(Cl)c(C)cc1NC(=O)CN(C)Cc1cccc(OC)c1OC	u	1%	i	23	2%	1.1	15	61	0.5%	i	0.3	8%
COc1ccccc1N1CCN(C(=O)CSc2nnc(NC(=O)C(C)C)s2)CC1	0.3%	1%	i	58	2%	1	-0.9	59	0.1%	i	0.5	5%
Cc1oc(-c2cccs2)nc1CS(=O)CC(=O)NCCCN1CC(C)CC(C)C1 (stereo not given)	0.9%	-3%	i	39	8%	1.1	-1.9	85	-0.9%	i	2.8	12%
O=C(CCc1cn(Cc2ccc(F)cc2)c2ccccc12)N1CCOCC1	0.6%	-2%	i	24	12%	x	-0.4	84	0.3%	i	0.5	5%
CCCCN1C(=O)Nc2ccccc2S1(=O)=O	2.4%	9%	i	41	-1%	1	2.6	48	-6.5%	i	0.5	-8%
CCOC(=O)c1c(C)n(CC)c2c1cc(O)c1ccccc12	2.5%	8%	i	50	-8%	x	0.6	89	0.1%	i	0.2	14%
CCOc1ccc(S(=O)(=O)N(C)c2ccc(OCC(=O)NCc3cccnc3)cc2)cc1	2.6%	0%	i	30	-6%	1.1	-0.3	49	0.0%	i	0.5	7%
Cc1ncsc1CCSc1n[nH]c(=O)n1-c1ccccc1	0.9%	22%	i	18	-2%	1	-1.4	49	9.6%	i	6.1	-4%
CCOC(=O)c1[nH]nc2c1C(=O)N(Cc1ccccc1)C2=O	3.3%	7%	i	32	2%	1	-0.4	59	0.1%	i	0.7	1%
COc1cccc(CN(C)C(=O)c2cc(COc3c(F)cccc3F)on2)c1	1.4%	2%	i	48	10%	1.1	0.9	62	0.0%	i	0.1	5%
CC1(C)CC(=O)C2=C(C1)N(Cc1cccnc1)C(=O)C2(NC(=O)c1cccnc1)C(F)(F)F (stereo not given)	0.2%	8%	i	29	11%	1	1.7	80	0.5%	i	0.7	4%
CCc1nnc(NC(=O)CCC(=O)NCCc2ccc(OC)c(OC)c2)s1	0.9%	12%	i	36	-3%	1.1	3.0	56	0.0%	i	0.7	6%
O=C(C1CCCN(S(=O)(=O)c2ccc(Br)s2)C1)N1CCN(c2ccccc2)CC1 (stereo not given)	6.0%	4%	i	26	5%	x	1.6	55	0.1%	i	4.7	0%
